TRPC6 inh = mouse TRPC6 channel inhibition; HEK293-TRPC6, membrane potential dye, ACh-evoked depolarization; active compounds read low; B-score at 10 µM; 310,000 tested, 1.1% active; AID 2553;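 active = B-score under library mean minus 3 SD, initial fluorescence not abnormally high, positive integrated signal ratio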;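 note: B-score derived from integrated fluorescence ratio over the kinetic read; more negative B-score means stronger inhibition of depolarization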
Target sequence (Q61143 whole entry, looked up): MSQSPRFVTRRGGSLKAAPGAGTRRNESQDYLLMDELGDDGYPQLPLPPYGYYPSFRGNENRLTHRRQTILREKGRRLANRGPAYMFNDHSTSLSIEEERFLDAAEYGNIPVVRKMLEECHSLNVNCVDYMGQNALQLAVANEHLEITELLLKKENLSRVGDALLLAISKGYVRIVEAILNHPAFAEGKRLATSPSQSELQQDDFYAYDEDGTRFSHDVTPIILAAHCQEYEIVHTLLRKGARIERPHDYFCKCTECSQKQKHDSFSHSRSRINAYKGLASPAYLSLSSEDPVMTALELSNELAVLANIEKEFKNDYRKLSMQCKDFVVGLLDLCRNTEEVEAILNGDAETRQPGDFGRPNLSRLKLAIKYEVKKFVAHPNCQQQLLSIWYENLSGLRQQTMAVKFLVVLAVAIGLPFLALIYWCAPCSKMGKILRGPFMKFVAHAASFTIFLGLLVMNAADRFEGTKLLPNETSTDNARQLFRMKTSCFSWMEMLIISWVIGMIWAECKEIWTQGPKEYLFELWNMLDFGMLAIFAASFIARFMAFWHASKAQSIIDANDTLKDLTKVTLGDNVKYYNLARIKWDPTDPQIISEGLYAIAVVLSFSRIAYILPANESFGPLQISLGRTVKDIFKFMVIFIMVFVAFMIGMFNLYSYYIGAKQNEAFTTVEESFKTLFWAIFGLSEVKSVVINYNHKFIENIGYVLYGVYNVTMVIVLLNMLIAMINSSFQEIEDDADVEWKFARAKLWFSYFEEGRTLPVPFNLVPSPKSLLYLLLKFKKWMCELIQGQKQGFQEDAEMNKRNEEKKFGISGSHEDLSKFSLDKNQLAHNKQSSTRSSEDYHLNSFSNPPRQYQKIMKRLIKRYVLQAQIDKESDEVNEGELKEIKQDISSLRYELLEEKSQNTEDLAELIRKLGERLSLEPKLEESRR
MrgX1 allo act = human MrgX1 positive allosteric modulation, primary screen | MrgX1-HEK293, Fluo-4 calcium flux, FDSS; active compounds read high | Q96LB2 | 310,000 tested, 0.63% active | B-score at 10 µM;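 active = plate-corrected calcium response at least 3 library SD above typical, normal starting fluorescence, not activating the receptor alone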;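 note: compound read alongside a low EC10 to EC30 dose of BAM8-22 agonist; peak minus trough fluorescence over baseline measured at the second addition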
RGS4 inh = inhibitors of human RGS4 | B-score at 10 µM | HEK293 M3R/RGS4 inducible, Fluo-4 calcium flux; active compounds read high; triggered by carbachol at its EC20 | AID 463165 | P49798 | 310,000 tested, 0.45% active;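 active = B-score, a plate-corrected calcium signal, over three deviations above library mean, with baseline fluorescence within five deviations of library mean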;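 note: RGS4 expression induced by doxycycline in cells with stable M3 receptor; B-score is computed from the integrated fluorescence ratio over baseline after carbachol; higher B-score means a larger calcium signal and so more RGS4 inhibition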
ANO1 block = blocks the mouse calcium-activated chloride channel TMEM16A; AID 588511; normalized B-score (activity score, 25-100; higher = stronger inhibition) at 10 µM; 310,000 tested, 1.2% active; HEK293 TMEM16A/YFP iodide influx fluorescence, ionomycin;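 active = ratio plate-corrected score three or more library SD toward inhibition, starting fluorescence score within five deviations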;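 note: score derived from kinetic fluorescence span divided by baseline fluorescence per well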
ANO1 activ = mouse TMEM16A channel activation, primary screen; HEK293 TMEM16A/YFP-H148Q/I152L, iodide quench fluorescence; active compounds read low; B-score at 10 µM; 340,000 tested, 0.3% active;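 active = fluorescence-ratio B-score plate-corrected deviation score at least 3 library SD below zero, with starting fluorescence score within 5 deviations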;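 note: channel opened by trigger with iodide after compound preincubation; score built on the fluorescence ratio of max minus min over baseline; more negative score means more quench and so TMEM16A activation or potentiation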
TRPC6 activator = activates the mouse TRPC6 cation channel. Q61143. HEK293-TRPC6 membrane potential dye fluorescence; active compounds read high. B-score at 10 µM. 310,000 tested, 0.13% active. AID 2550;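 active = B-score of the integrated fluorescence ratio above library mean plus 3 SD, and starting fluorescence ratio within library mean plus 5 SD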;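 note: higher score means more depolarization so channel activation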
MrgX1 ag = human MrgX1 receptor agonism, primary screen; MrgX1-HEK293 cells, Fluo-4 calcium fluorescence, agonist mode; active compounds read high; 310,000 tested, 0.44% active; B-score at 10 µM;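 active = calcium response B-score plate-corrected fluorescence ratio at least 3 library SD, with starting fluorescence B-score inside 5 SD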
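System – MrgX1-expressing HEK293 cells · Incubation – cells plated overnight, dye loaded 0.5 h 37 °C, 0.5 h room temperature · Technique – kinetic Fluo-4 NW fluorescence of intracellular calcium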
TRPC4 potent = TRPC4 (mouse) allosteric potentiation; Q9QUQ5; HEK293 TRPC4beta/mu-opioid, DAMGO EC20, Fluo-4 Ca2+ flux; active compounds read high; B-score at 10 µM; 310,000 tested, 0.42% active;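 active = B-score of calcium response area above 5 SD of library B-scores, with initial fluorescence ratio within 5 SD of library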;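 note: B-score of integrated fluorescence ratio over time as area under calcium response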
TRPC4 agonist = activators of mouse TRPC4 channel. B-score at 10 µM. HEK293 TRPC4beta/mu-opioid, Fluo4 calcium fluorescence; active compounds read high. AID 2237. 310,000 tested, 0.49% active;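 active = B-score above 5 SD of library B-scores, and initial fluorescence ratio not above library mean plus 5 SD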;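 note: positive B-score marks a calcium rise read as TRPC4 activation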
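Test system: HEK293 cells stably co-expressing mouse TRPC4beta and mu-opioid receptor | Schedule: Fluo4 dye loading 45 min at room temperature, 110 s recording | Measured by: Kinetic Fluo4 calcium fluorescence, 5 s baseline at 1 Hz | Evaluation: B score of integrated ratio | Controls: Buffer (low) and maximal DAMGO (high)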
TRPC4 block = TRPC4 (mouse) channel inhibition | B-score at 10 µM | Q9QUQ5 | 300,000 tested, 0.39% active | HEK293 TRPC4beta/mu-opioid, DAMGO-evoked Fluo4 calcium flux; active compounds read low | AID 2247;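 active = B-score over 3 SD under the library average, no early fluorescence shift, positive overall ratio signal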
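material = TRPC4beta/mu-opioid receptor HEK293 cell line | probe or stimulus = sequential submaximal and maximal DAMGO stimulation | compound dosing = one concentration per compound | measured by = Fluo4 Ca2+ flux fluorescence | evaluation = integrated fluorescence ratio relative to baseline, converted to per-well B score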
MrgX1 antag = blocks BAM8-22 activation of human MrgX1 receptor; Q96LB2; 310,000 tested, 1.3% active; B-score at 10 µM; MRGX1-HEK293 calcium flux, Fluo-4, BAM8-22 antagonism; active compounds read low;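 active = calcium-response B-score plate-corrected more than 3 library SD below zero, starting fluorescence within 5 deviations, no agonist response on first addition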;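 note: peak minus trough fluorescence over baseline after final BAM8-22 challenge near maximal dose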
An asterisk follows results filed as active; i = inactive; · = not tested or not shown.

SMILES	TRPC6 inh	MrgX1 allo act	RGS4 inh	ANO1 block	ANO1 activ	TRPC6 activator	MrgX1 ag	TRPC4 potent	TRPC4 agonist	TRPC4 block	MrgX1 antag
CN1c2ccccc2Oc2nnc(N3CCN(Cc4ccccc4)CC3)cc21	i	12*	i	i	i	i	i	i	i	·	i
CN(C)S(=O)(=O)c1ccc(S(=O)(=O)N(Cc2ccco2)Cc2ccccc2Cl)cc1	i	i	i	i	-19*	i	i	i	i	i	i
CC(C)(C)NC(=O)NC(=O)CN1C(=O)NC(c2ccccc2)(c2ccccc2)C1=O	i	i	i	i	i	i	i	i	i	i	i
CC1(C)CC(=O)C2=C(C1)N(c1ccc(F)cc1)C(N)=C(C#N)C2c1cccs1 (stereo not given)	i	i	i	i	i	i	i	i	i	i	i
Cc1cc(C(=O)N/N=C2\CC(=O)c3ccccc32)c(C)n1-c1ccccc1	i	i	i	i	i	i	i	i	i	i	i
COc1ccccc1C(=O)NCCNC(=O)c1ccc(C)nc1	i	i	i	i	i	i	i	i	i	i	i
O=C1CC(N2CCN(c3ccccc3)CC2)C(=O)N1CCc1ccccc1 (stereo not given)	i	i	i	i	i	i	i	i	i	i	i
NC(=O)C1CCN(CCC(=O)Nc2ccc(F)c(F)c2)CC1	i	i	i	i	i	i	i	i	i	i	i
COc1ccc(C2=NS(=O)(=O)N(C)C(C(=O)N3CCC(C(N)=O)CC3)=C2)cc1	i	i	i	i	i	i	i	i	i	i	i
COC(=O)CSc1nnc(CNC(=O)c2cccs2)n1-c1cc(OC)ccc1OC	·	i	·	i	i	·	i	·	·	·	i
Cc1cc2[nH]ncc2cc1NC(=S)NC(=O)c1ccccc1	i	i	i	i	i	i	i	i	i	i	i
O=C(N/N=C/c1cccnc1)c1cccc(Cl)c1	i	i	i	i	i	i	i	i	i	i	i
c1ccc(Nc2nc(-c3ccncc3)nc3ccccc23)cc1	i	i	i	i	i	i	i	i	i	i	i
CCCn1c(NC(=O)c2cccc(C)c2C)nc2ccccc21	i	i	i	i	i	i	i	i	i	i	i
Cc1nnc(SCc2nnc(-c3cccs3)o2)n1Cc1ccccc1	i	i	i	i	i	i	i	i	i	i	i
COc1ccc(N2CCN(C(=O)c3ccc4[nH]c(C)c(C)c4c3)CC2)cc1	i	i	i	i	i	i	i	i	i	i	i
CCCCOC(=O)Nc1nnc(-c2ccccc2OC)s1	i	i	i	i	i	i	i	i	i	i	i
CC(C)CNS(=O)(=O)c1cc(C(=O)OCC(=O)N(C)C2CCS(=O)(=O)C2)c(Cl)cc1Cl (stereo not given)	i	i	i	i	i	i	i	i	i	i	i
O=C(NCc1cccs1)c1cc2ccccc2o1	i	i	i	i	i	i	i	i	i	i	-7.5*
C[C@H](NC(=O)c1cc2cc(Cl)ccc2n1C)C(=O)N[C@@H](Cc1ccccc1)C(=O)O	i	i	i	i	i	i	i	i	i	i	i
O=C(CCN1CCCO1)N1CCCC(N2CCN(c3cccc(C(F)(F)F)c3)CC2)C1 (stereo not given)	i	i	i	i	i	i	i	i	i	i	i
Cc1ccc2c(c1)N(CC(=O)NCC(C)c1ccccc1)C(=O)c1cccnc1O2 (stereo not given)	i	i	i	i	i	i	i	i	i	i	i
NC(=O)c1c(NC(=O)CSc2nnc(-c3ccccc3)n2CC2CCCO2)sc2c1CCC2 (stereo not given)	i	i	i	i	i	i	i	i	i	i	i
O=C(Nc1nc2ccccc2s1)c1cccc(S(=O)(=O)N2CCc3ccccc32)c1	i	i	i	i	i	i	i	i	i	i	i

Limited to ANO1 activ and TRPC4 potent, for some of the entries so far:
SMILES	ANO1 activ	TRPC4 potent
COc1ccc(N2CCN(C(=O)c3ccc4[nH]c(C)c(C)c4c3)CC2)cc1	i	i
CC(C)CNS(=O)(=O)c1cc(C(=O)OCC(=O)N(C)C2CCS(=O)(=O)C2)c(Cl)cc1Cl (stereo not given)	i	i

Next compounds follow.
SMILES	TRPC6 inh	MrgX1 allo act	RGS4 inh	ANO1 block	ANO1 activ	TRPC6 activator	MrgX1 ag	TRPC4 potent	TRPC4 agonist	TRPC4 block	MrgX1 antag
Cn1ncc2c(NNC(=O)C3CCCCC3)ncnc21	i	i	i	i	i	i	i	i	i	i	i
O=C(COC(=O)c1cccc([N+](=O)[O-])c1)NCc1ccc2c(c1)OCO2	i	i	i	i	i	i	i	i	i	i	i
O=[N+]([O-])c1ccc(N2CCN(Cc3ccccc3)CC2)s1	i	i	i	i	i	i	i	i	i	i	-5*
Cc1cc(C)c(C)c(S(=O)(=O)NCC(=O)NCC2CCCCC2)c1C	i	i	i	i	i	i	i	i	i	i	i
Cc1nn2cnnc2c(C)c1Cc1ccc(Cl)cc1	i	i	i	i	i	i	i	i	i	i	i
Cc1cc(=O)oc2cc(NC(=O)c3cccc(Br)c3)ccc12	i	i	i	i	i	i	i	i	i	i	i
CCn1c(=NC(=O)CSCC(=O)Nc2nccs2)sc2ccccc21	i	i	i	i	i	i	i	i	i	i	i
COc1ccc2c(c1)oc(=O)c1ccccc12	i	i	i	i	i	i	i	i	i	i	i
Cc1ccc2c(CSc3nncn3C)cc(=O)oc2c1C	i	i	i	i	i	i	i	i	i	i	i
CCOC(=O)c1ccc(N=c2ssnc2Cl)cc1	i	·	i	·	i	i	·	i	i	i	·
Oc1c(CN2CCOCC2)cc(-c2ccccc2)cc1CN1CCOCC1	i	i	i	i	i	i	i	i	i	i	i
COc1ccc(CC(=O)N2N=C(c3ccncc3)CC2(O)C(F)(F)F)cc1 (stereo not given)	i	i	i	i	i	i	i	i	i	i	i
COc1ccc(NC(=O)c2ccccc2-c2ccccc2)cc1	i	i	i	i	i	i	i	i	i	i	i
O=C(c1[nH]nc2c1CCc1ccccc1-2)N1CCN(Cc2ccc3c(c2)OCO3)CC1	i	i	i	25*	i	i	i	i	i	i	i
CCOc1ccc(S(=O)(=O)N2CCN(Cc3ccco3)CC2)cc1	i	i	i	i	i	i	i	i	i	i	i
CCOc1ccc2[nH]c(=O)c(CN(Cc3cccs3)Cc3nnnn3C(C)(C)CC)cc2c1	i	i	i	i	i	i	i	i	i	i	i
O=C(COC(=O)C(c1ccccc1)c1ccccc1)NCc1ccco1	i	i	i	i	i	i	i	i	i	i	i
Cc1ccnc(NS(=O)(=O)c2ccc(NC(=O)c3oc4ccc(F)cc4c3C)cc2)n1	i	i	i	i	i	i	i	i	i	i	i
CCOC(=O)c1cccc(NC(=O)c2ccc(NC(=O)C3CCCO3)cc2)c1 (stereo not given)	i	i	i	i	i	i	i	i	i	i	i
O=C(CSc1nnc(COc2ccccc2F)n1-c1ccccc1)NC1CCS(=O)(=O)C1 (stereo not given)	i	i	i	i	i	i	i	i	i	i	i
CN(Cc1ccc(Br)cc1)C(=O)CCN1C(=O)c2cccc([N+](=O)[O-])c2C1=O	i	i	i	i	i	i	i	i	i	i	i
N#CCCN(C(=O)CSc1nc(-c2ccccc2)cn1N)c1ccc(F)cc1	i	i	i	i	i	i	i	i	i	i	i
CN(C)c1ccc(C(CNC(=O)COc2ccc(Cl)cc2)N2CCCC2)cc1 (stereo not given)	i	i	i	i	i	i	i	i	i	i	i
CCc1nc(NC(=O)NS(=O)(=O)c2ccccc2C(=O)OC)nc(OC)n1	i	i	i	i	i	i	i	i	i	i	i
O=C(C1=C(O)C(=O)N(CCN2CCOCC2)C1c1ccc([N+](=O)[O-])cc1)c1cccs1 (stereo not given)	i	i	i	i	i	i	i	i	i	i	i
Cc1c(C(=O)O)oc2c1C(O)CC(C)(C)C2 (stereo not given)	i	i	i	i	i	i	i	i	i	i	i
Cc1ccc(C(OC(=O)c2ccco2)C(=O)NC2CCCC2)cc1 (stereo not given)	i	i	i	i	i	i	i	i	i	i	i
CCNc1nc(NC(C)C)nc(Oc2ccc(OCCOc3ccc(C)cc3)nn2)n1	i	i	i	i	i	i	i	i	i	i	i
C[C@@H]1NC(=O)[C@H](CCCN=C(N)N)NC(=O)c2cc([N+](=O)[O-])cc(I)c2NCCC[C@@H](C(N)=O)NC1=O	i	i	i	i	i	i	i	i	i	i	i
O=C(Nc1cccc(F)c1)c1sc(Cl)nc1-c1ccccc1	i	i	i	i	i	i	i	i	i	i	i
O=C(CSc1ccccn1)NCc1ccc2c(c1)OCO2	i	i	i	i	i	i	i	i	i	i	i
COc1ccc(NC(=O)c2ccccc2C)cc1	i	i	i	i	i	i	i	i	i	i	i
CCOc1ccc(NS(=O)(=O)c2ccc(NC(=S)NC(=O)CC(C)C)cc2)cc1	i	i	i	100*	i	i	i	22*	i	i	i
CCOc1ccc2nc(NC(=O)CSCC(=O)Nc3cc(C)on3)sc2c1	i	i	i	i	i	i	i	i	i	i	i
N#Cc1ccc(-c2csc(NC(=O)C3CC3)n2)cc1	i	i	i	i	i	i	i	i	i	i	i
CCc1ccc(Nc2n[n+](-c3ccccc3)c(-c3ccc(OC)c(Br)c3)s2)cc1	i	i	i	i	i	i	i	i	i	i	i
O=C(NCc1ccccc1Cl)C1CCC(=O)N(C2CC2)C1 (stereo not given)	i	i	i	i	i	i	i	i	i	i	i
CCOC(=O)c1c(/N=C/C2C(=O)CC(C)(C)CC2=O)sc(C)c1C	i	i	i	i	i	i	i	i	i	i	i
COc1ccccc1OCC(=O)N/N=C1/C=C(C)CC1	i	i	i	i	i	i	i	i	i	i	i
CC(=O)SCC(C)C(=O)NCc1ccccc1 (stereo not given)	i	i	i	i	i	i	i	i	i	i	i
COc1ccc(CNC(=O)Cn2cccc2C(=O)c2ccccc2C)cc1	i	i	i	i	i	i	i	i	i	i	i
CNc1nc(-c2ccccn2)nnc1-c1ccccc1	i	i	i	i	i	i	i	i	i	i	i
Cn1cnnc1SC1c2cccc3cccc(c23)C1NS(=O)(=O)c1ccccc1 (stereo not given)	i	i	i	i	i	i	i	i	i	i	i
CC(C)(C)NC1=CC(=O)OC12CCCCC2	i	i	i	i	i	i	i	i	i	i	i
CCOc1ccccc1OCCCC(=O)Nc1nc2ccccc2[nH]1	i	i	i	i	i	i	i	i	i	i	i
